High-throughput results from PubChem.
esBAF inh: Bmi1 luciferase reporter increase in mESCs, primary screen, esBAF inhibitor project, mouse ES cells, Bmi1 luciferase knock-in, single point; 24 h; 100% = twice the neutral-well signal; reporter increase, % at 12.5 µM; 350,000 compounds, 2% hits; AID 602393, 2012; in the data active means activation above about 40%; inconclusive means no clear call, values can overlap the other calls;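 further: 0% = median of the plate's neutral control wells and 100% = double that signal; a rise in the Bmi1 reporter signal indicates esBAF inhibition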
RAD54 inh: inhibitors of human RAD54 branch migration, primary screen, biochemical, fluorescence, single point | 360,000 compounds, 0.14% hits | DNA repair and recombination protein RAD54-like (Homo sapiens), Q92698 | inhibition, % at 10.4 µM | RAD54 Holliday junction branch migration, FAM/BHQ fluorescence;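 active means mean normalized replicate activity at least 40 and at least half of replicates scoring 40 or more; inconclusive means only one of the two criteria met; inactive means mean below 40 and under half of replicates reaching 40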;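 further: 0% = median of neutral control wells and 100% = median of positive control wells; inhibitors cause a drop in the FAM fluorescence signal; in these data hits start at about 50%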
Target sequence (Q92698 whole entry, looked up): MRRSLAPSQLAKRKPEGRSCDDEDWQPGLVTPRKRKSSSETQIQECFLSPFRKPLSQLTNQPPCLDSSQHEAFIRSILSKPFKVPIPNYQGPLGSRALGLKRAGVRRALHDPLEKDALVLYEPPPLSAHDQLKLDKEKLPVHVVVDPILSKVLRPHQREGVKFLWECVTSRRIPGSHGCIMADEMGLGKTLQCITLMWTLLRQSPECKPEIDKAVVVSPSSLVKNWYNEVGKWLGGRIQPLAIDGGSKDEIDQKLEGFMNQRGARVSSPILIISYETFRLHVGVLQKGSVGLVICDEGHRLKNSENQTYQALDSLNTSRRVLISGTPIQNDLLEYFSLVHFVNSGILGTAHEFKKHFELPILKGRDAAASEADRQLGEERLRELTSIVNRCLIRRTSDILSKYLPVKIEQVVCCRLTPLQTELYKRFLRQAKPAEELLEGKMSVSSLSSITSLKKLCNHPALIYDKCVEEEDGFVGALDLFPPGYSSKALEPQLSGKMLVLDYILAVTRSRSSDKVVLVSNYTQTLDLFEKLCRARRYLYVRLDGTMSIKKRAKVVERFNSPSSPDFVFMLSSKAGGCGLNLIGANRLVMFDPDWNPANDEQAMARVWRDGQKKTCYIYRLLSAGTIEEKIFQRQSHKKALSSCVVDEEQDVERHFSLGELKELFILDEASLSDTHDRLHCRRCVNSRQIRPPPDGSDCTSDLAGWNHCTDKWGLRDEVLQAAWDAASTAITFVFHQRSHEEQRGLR
* marks the source's active call; other numbers are inactive results; u = inconclusive.

Results follow in this order: esBAF inh	RAD54 inh
- CCOC(=O)N1CCN(C(=O)C2CCN(S(=O)(=O)c3ccc(Cl)cc3)CC2)CC1
→ -11	-2
- C=CCOc1ccc(CNC(C)(C)CO)cc1OCC
→ 1	0
- CCCN1CNC(=S)N(c2cc(C)ccc2C)C1
→ -2	5
- COc1cc(NS(=O)(=O)c2ccc(NC(=O)C34CC5CC(CC(C5)C3)C4)cc2)ncn1
→ -7	-7
- Cc1cccc(N(C)S(=O)(=O)c2ccc3[nH]c(=O)c(=O)[nH]c3c2)c1
→ 0	5
- Fc1cnc(N2CCc3ccccc32)nc1N1CCc2ccccc21
→ 47*	-5
- COc1cc2c(cc1OC)CN(Cc1cc(=O)n3cc(C)ccc3n1)CC2
→ 9	4
- Cc1ccc(N(C(=O)c2ccccn2)C2(C(=O)NC3CCCC3)CCCCC2)cc1
→ 1	-7
- O=C(NCCN1CCOCC1)C1CCC(=O)N1Cc1ccc(F)cc1 (centres undefined)
→ -8	0
- Cc1cc(N2CCCCC2)n2ncc(-c3ccc(Cl)cc3)c2n1
→ 26	-9
- CC(C)C(NC(=O)OC(C)(C)C)C(=O)N1CCCC1C(=O)NC(Cc1ccccc1)C(N)=O (centres undefined)
→ 3	-9
- COc1ccc(-c2ccnc3nc(N4CCOCC4)nn23)cc1
→ -4	-5
- Cc1nn(-c2ccccc2)c(C)c1C(=O)OCC(=O)NCc1ccco1
→ -1	3
- CCOC(=O)c1n[nH]c2ccccc12
→ 10	4
- CCOC(=O)c1c(C)c(C(=O)N2CCCCCC2)c(C)n1C
→ -7	-3

Remaining list, next part
Results follow in this order: esBAF inh	RAD54 inh
- O=C(CSCc1ccccc1)NNC(=S)Nc1cccc(Cl)c1Cl
→ -9	1
- Cc1ccc(S(=O)(=O)N2CCOCC2)cc1C(=O)NCCCn1ccnc1
→ 14	-1
- CSc1oc(-c2ccccc2)nc1S(=O)(=O)c1ccc(C)cc1
→ -9	4
- Cn1c(SCc2ccccc2)nnc1C1CCCNC1 (centres undefined)
→ 7	2
- CCC(Sc1nc2cc3c(cc2c(=O)n1Cc1ccco1)OCO3)C(=O)Nc1cccc(OC)c1 (centres undefined)
→ -12	6
- CCOC(=O)c1cnc(SC)nc1Sc1cc(Cl)ccc1Cl
→ 2	6
- CCn1nc(C)c(NS(=O)(=O)c2ccc(C)cc2)c1C
→ 0	-8
- O=S(=O)(/N=C(\Sc1ccc(Cl)cc1)c1ccccc1)c1ccccc1
→ -4	-4
- CC1CCc2ccccc2N1C(=O)c1cccs1 (centres undefined)
→ 5	-14
- CSc1ccccc1C(=O)NCC1CCCO1 (centres undefined)
→ -1	6
- CNC(=O)Cn1ncc2c3ccccc3n(C)c2c1=O
→ -1	-1
- O=C(c1ccccc1)N1CCN(C2c3cccc4cccc(c34)C2NS(=O)(=O)c2ccccc2)CC1 (centres undefined)
→ -1	-5
- O=C1c2cccc3c(O)ccc(c23)C(=O)N1Cc1ccccc1
→ -9	-246
- C/C(=N\Nc1nc(N)cc(Cl)n1)c1cccc([N+](=O)[O-])c1
→ 7	-2
- CCCCn1nnc(NC(=O)COc2cc(C)ccc2C(C)C)n1
→ 0	0

Next part.
Results follow in this order: esBAF inh	RAD54 inh
- CC(C)COC(=O)Nc1ccccc1C(=O)N1CCOCC1
→ -3	3
- CCOC(=O)C1CCN(C(=O)CN(Cc2ccc(Cl)cc2)S(C)(=O)=O)CC1
→ 2	5
- COc1ccccc1OCC(=O)Nc1ccc(S(=O)(=O)NC(C)=O)cc1
→ -1	-6
- CCOC(=O)NC1(C(F)(F)F)C(=O)NC(C)=C1C(=O)OC (centres undefined)
→ 3	-10
- OC1CCN(c2c3c(nc4cc(-c5ccc(F)cc5)nn24)CCC3)CC1
→ 6	3
- O=c1nc(NC2CCCC2)ccn1Cc1cccc(Br)c1
→ -9	-3
- CCOc1cc(S(=O)(=O)Nc2ccccn2)ccc1F
→ 0	0
- O=C(c1ccc(Cl)c(Cl)c1)N1CCCC1
→ -7	6
- CCOC(=O)c1cccc(N/C=C/C(=O)c2ccc(OC)c(OC)c2)c1
→ 53*	2
- Cc1ccc(C(=O)NC2CCN(C(=O)N3CCOCC3)CC2)cc1
→ 7	-2
- CCOC(=O)N1CCC(NC(=O)Cc2cn(C)c3ccccc23)CC1
→ -5	-11
- COc1cc(S(=O)(=O)N2CCCCC2)ccc1NC(=O)c1ccc(F)cc1
→ 3	3
- Cc1cc(C)c(S(=O)(=O)NCc2cn3c(C)csc3n2)c(C)c1
→ 1	-2
- Cc1nc(N2CCN(Cc3ccccc3)CC2)nc2c1C(=O)CCC2
→ -11	-21
- Cc1ccc(OCCN2C(=O)CSC2=O)cc1
→ 6	-7

Next section:
Results follow in this order: esBAF inh	RAD54 inh
- C=CCOc1ccc(C(=O)N(Cc2ccc(N(C)C)cc2)C2CCS(=O)(=O)C2)cc1 (centres undefined)
→ -5	-3
- COC(=O)C(NC(=O)c1ccco1)(Nc1cc(C)ccn1)C(F)(F)F (centres undefined)
→ 1	0
- O=C(c1ccc(COc2c(F)c(F)cc(F)c2F)o1)N1CCN(c2ccccc2)CC1
→ -3	-2
- CCc1c(C)nc2[nH]nc(-c3ccccc3)n2c1=O
→ 27	1
- O=C(COC(=O)C12CC3CC(CC(O)(C3)C1)C2)NC(=O)NCc1ccco1
→ 0	5
- NC(=O)c1ccccc1NS(=O)(=O)Cc1ccccc1
→ 3	3
- CS(=O)(=O)Nc1ccccc1C(=O)N1CCOCC1
→ -6	-5
- Cc1ccc(C2=[N+]([O-])C3(CCCCC/C3=N\O)N(O)C2(C)C)o1 (centres undefined)
→ -1	-1
- O=C(CSc1ncccc1-c1nc2ccccc2[nH]1)NC1CC1
→ -16	-6
- O=C1CC(c2ccccc2Cl)C2=C(COC2=O)N1 (centres undefined)
→ 2	-3
- O=C(C1CCC(=O)N1Cc1ccccc1Cl)N1CCN(c2cccc(Cl)c2)CC1 (centres undefined)
→ 11	-7
- Cn1ccnc1SCC(=O)Nc1cccc2ccccc12
→ 27	1
- CC(C(=O)NCc1ccccc1)N1C(=O)CN(C)C(=O)c2ccccc21 (centres undefined)
→ 1	-9
- O=C(NCc1ccco1)c1ccccc1NS(=O)(=O)c1ccc(Br)s1
→ 0	-10
- Nc1nc(-c2ccccc2Br)cs1
→ -18	2

Shown as tab-separated lines: seven of the compounds above
canonical_smiles	esBAF inh	RAD54 inh
O=C(CSc1ncccc1-c1nc2ccccc2[nH]1)NC1CC1	-16	-6
O=C1CC(c2ccccc2Cl)C2=C(COC2=O)N1 (centres undefined)	2	-3
O=C(C1CCC(=O)N1Cc1ccccc1Cl)N1CCN(c2cccc(Cl)c2)CC1 (centres undefined)	11	-7
Cn1ccnc1SCC(=O)Nc1cccc2ccccc12	27	1
CC(C(=O)NCc1ccccc1)N1C(=O)CN(C)C(=O)c2ccccc21 (centres undefined)	1	-9
O=C(NCc1ccco1)c1ccccc1NS(=O)(=O)c1ccc(Br)s1	0	-10
Nc1nc(-c2ccccc2Br)cs1	-18	2

Additional records:
Results follow in this order: esBAF inh	RAD54 inh
- Cc1[nH]nc2c1C(=O)CCC2
→ -10	-5
- COc1ccc(/C=N/NC(=O)CSc2nnc(CCCc3ccc(OC)c(C)c3)o2)cc1
→ 14	5
- COC(=O)CCc1c(C)[nH]c(C(=O)OCc2ccccc2)c1C
→ 7	2
- COc1ccc(O)c(C(=O)c2cc(C#N)c(=O)n(-c3c(C)n(C)n(-c4ccccc4)c3=O)c2)c1
→ 9	5
- CC(C)(C)C(=O)NCCCc1nc2ccccc2n1CCCOc1ccc(Cl)cc1
→ 6	0
- OC(COc1c(F)cc(Br)cc1F)CN1CCN(c2ccc(F)cc2)CC1 (centres undefined)
→ -2	-9
- CC(=O)c1ccc(NC(=O)CCn2c(=O)oc3ccccc32)cc1
→ 3	2
- CCCc1cc(=O)[nH]c(SCC(=O)NCCCC(=O)OCC)n1
→ -9	4
- O=C(CN1CCN(C2CCCCC2)CC1)Nc1ccccc1-c1ccccc1
→ -3	2
- Cc1ccc(S(=O)(=O)NCCC(=O)N2CCN(c3ccccc3)CC2)cc1C
→ 16	-1
- Cc1ccnc(SCC(=O)Nc2c(C)n(C)n(-c3ccccc3)c2=O)n1
→ -17	9
- CC(=NCc1ccco1)C1=C(O)c2ccccc2C1=O
→ 30	11
- Cn1c(SCC(=O)c2ccccc2)nnc1-c1cccnc1
→ 33	0
- CC(=O)C1=C(O)C(=O)N(CC#N)C1c1cccs1 (centres undefined)
→ -2	-19
- CNc1cccccc1=S
→ -5	-11

Next part.
Results follow in this order: esBAF inh	RAD54 inh
- CCN1C(=O)CC(N2CCC(C(=O)OC)CC2)C1=O (centres undefined)
→ 0	5
- CCN(CC)S(=O)(=O)c1cc(NC(=O)COC(=O)CCc2nc3ccccc3s2)ccc1C
→ -3	8
- CC1(C)NC(=O)N(CCOCCOc2cccc(Oc3ccccc3)c2)C1=O
→ -2	-1
- Nc1nonc1C(=O)NCCN=Cc1ccccc1O
→ 1	0
- COc1ccc(OCCOCCN2CCOCC2)cc1
→ 5	-2
- c1cncc(-c2nnc3n2C2(CCCCC2)Cc2ccccc2-3)c1
→ -13	-5
- Clc1ccc2[nH]c3c(c2c1)CCc1cn[nH]c1-3
→ 24	5
- CCOC(=O)C1=C(C)N=c2s/c(=C\c3ccncc3)c(=O)n2C1c1ccc2c(c1)OCO2 (centres undefined)
→ -4	4
- CCOC(=O)C(C)N1N=C(/C=C/c2ccc(OC)cc2)CCC1=O (centres undefined)
→ 3	0
- COc1cccc(N(C(=O)Cn2nnc(-c3ccc(C)cc3)n2)C(C(=O)NC(C)(C)C)c2c[nH]c3ccccc23)c1 (centres undefined)
→ 0	-7
- c1ccc(-c2n[nH]c3c2CCC3)cc1
→ 1	5
- COc1ccc(S(=O)(=O)N2CCC(C(=O)NCc3ccco3)CC2)cc1
→ 1	9
- CCN(CC)S(=O)(=O)c1ccc2oc(C(=O)N3CCOCC3)c(C)c2c1
→ 8	11
- O=C(CCCn1c(=S)[nH]c2ccccc2c1=O)N1CCN(c2cccc(Cl)c2)CC1
→ 1	2
- O=C(CN1CCOCC1)Nc1ccc(C2CCCCC2)cc1
→ 34	3

The listing continues.
Results follow in this order: esBAF inh	RAD54 inh
- CCOC(=O)C1CCN(C(=O)c2ccc3snnc3c2)CC1
→ -4	4
- COCCCNC(=O)c1oc2ccc(S(=O)(=O)N(C)C3CCCCC3)cc2c1C
→ 15	5
- Cc1cccc(C(=O)Nc2ccc(CC(=O)O)cc2)c1
→ -21	7
- O=C(NC(C(=O)N/N=C/c1c2ccccc2cc2ccccc12)c1n[nH]c(=O)c2ccccc12)c1ccccc1 (centres undefined)
→ 8	-3
- CCn1cc(Br)c(C(=O)Nc2cccc(SC)c2)n1
→ 33	-4
- O=c1oc2ccccc2c(Nc2ccc(O)cc2)c1[N+](=O)[O-]
→ -5	-11
- CCOC(=O)c1[nH]c(=O)[nH]c1CSc1nc(C)cc(C)n1
→ -4	1
- COc1ccc(OC)c(NS(=O)(=O)c2ccc(SC)cc2)c1
→ 6	-12
- O=C(O)c1cc(-c2ccccc2)n(-c2ccccc2C(=O)O)n1
→ 6	7
- COc1cc2c(cc1OC)C(C(=O)O)C(c1cc(Br)c(O)c(OC)c1)N(C)C2=O (centres undefined)
→ -4	-16
- CCc1c(C)c2ccc(OCC(N)=O)cc2oc1=O
→ 16	5
- CCc1ccc(C2C3=C(CC(C)(C)CC3=O)Nc3c2c(=O)[nH]c2nc(C)nn32)cc1 (centres undefined)
→ -8	-6
- CCOc1ccc(N(C(C)C(=O)Nc2ccc(OC)cc2)S(C)(=O)=O)cc1 (centres undefined)
→ 14	-3
- COC(=O)c1c(C)[nH]c(C)c1-c1ccccc1Cl
→ -5	0
- CCCn1c(SCC(=O)Nc2c(CC)cccc2CC)nnc1C(C)C
→ -6	-9

Continuation.
Results follow in this order: esBAF inh	RAD54 inh
- CCCCc1ccc(Nc2nc(CCC)cc(=O)[nH]2)cc1
→ -1	9
- COc1ccc(-c2nc(N3CCCC3)[nH]c(=O)c2C#N)cc1
→ -16	4
- COc1ccc(Oc2coc3cc(OC(=O)c4cccs4)ccc3c2=O)cc1
→ 21	-9
- Cc1ccc(S(=O)(=O)N(CCO)Cc2cc3ccc(C)c(C)c3[nH]c2=O)cc1
→ 4	-12
- COc1ccc2nc3oc(C(=O)N4CCN(c5cccc(Cl)c5)CC4)cc3cc2c1
→ 6	-1
- Nc1nonc1-c1noc(CCCN2C(=O)c3ccccc3C2=O)n1
→ u	5
- NC(=O)C1CCN(c2nc(-c3cccs3)cs2)CC1
→ 47*	-11
- COc1ccc(OC(=O)c2cccc([N+](=O)[O-])c2)c(C(=O)/C=C/c2cccs2)c1
→ -9	1
- NC(=O)c1ccc2c(c1)OCCO2
→ -1	3
- CCCC(C(=O)NCc1ccco1)N(C(=O)CNS(=O)(=O)c1ccccc1)c1ccccc1OC (centres undefined)
→ 0	-9
- Cc1cc(C(=O)CSc2nnc3c(Cl)cc(Cl)cn23)c(C)n1C
→ -10	-1
- c1csc(-c2nc3ccccc3[nH]2)c1
→ 46*	-6

Looked up above.
Entry for Clc1ccc2[nH]c3c(c2c1)CCc1cn[nH]c1-3 in RAD54 inh: 5
Entry for Cc1ccc(C2=[N+]([O-])C3(CCCCC/C3=N\O)N(O)C2(C)C)o1 (centres undefined) in esBAF inh: -1
Entry for CCOC(=O)N1CCN(C(=O)C2CCN(S(=O)(=O)c3ccc(Cl)cc3)CC2)CC1 in RAD54 inh: -2
Entry for O=c1oc2ccccc2c(Nc2ccc(O)cc2)c1[N+](=O)[O-] in RAD54 inh: -11
Entry for Nc1nonc1-c1noc(CCCN2C(=O)c3ccccc3C2=O)n1 in RAD54 inh: 5
Entry for CC(=O)C1=C(O)C(=O)N(CC#N)C1c1cccs1 (centres undefined) in esBAF inh: -2
Entry for Nc1nonc1C(=O)NCCN=Cc1ccccc1O in RAD54 inh: 0

These rows are one share of the data; rates above refer to the full screens.
